EP2 antag: inhibitors of human EP2 prostaglandin E2 receptor | P43116 | 0.52% of 260,000 active | AID 1422 | C6 glioma cells expressing human EP2, cAMP TR-FRET; cells stimulated with saturating PGE2 | inhibition, % at 25 µM;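 active = percent inhibition above 40 after rounding to a whole number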;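 note: rat C6 glioma host cells with rolipram phosphodiesterase inhibitor present; the protocol text gives 20 µM as final concentration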
NPY-Y1 antag: antagonists of human neuropeptide Y receptor Y1; P25929; HEK293-CNG Y1 cells, membrane potential fluorescence; NPY at EC95, then isoproterenol; inhibition, % at 3.6 µM; 1% of 200,000 active; AID 1040;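 active = inhibition above the campaign mean inhibition of all tested compounds plus 3 SD, cut at about 20% in these data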;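 note: 0% = DMSO wells given NPY plus isoproterenol and 100% = isoproterenol alone without NPY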
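Material: Y1- and CNG-channel-expressing HEK293 cells / Probe or stimulus: NPY 25 nM then isoproterenol 1 µM plus Ro 20-1724 25 µM / Doses: 3.6 µM single dose, DMSO 0.4% / Schedule: compound incubation 1 h at room temperature, readout 45 min post-stimulation / Signal: membrane potential fluorescence / Benchmarks: isoproterenol-only wells as full block versus NPY-plus-isoproterenol wells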
eIF4E-4G inh: inhibitors of eIF4E and eIF4G interaction in translation initiation. P63073+Q04637. TR-FRET eIF4E-eIF4GI(517-606) binding, 2 h. inhibition, % at 21.7 µM. 0.37% of 220,000 active. AID 782;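 active = inhibition above about 30%, limit read from the data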;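 note: 0% = full FRET control wells and 100% = background wells lacking eIF4GI fragment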
Target sequence (P63073 whole entry, looked up, the tested form may be a part): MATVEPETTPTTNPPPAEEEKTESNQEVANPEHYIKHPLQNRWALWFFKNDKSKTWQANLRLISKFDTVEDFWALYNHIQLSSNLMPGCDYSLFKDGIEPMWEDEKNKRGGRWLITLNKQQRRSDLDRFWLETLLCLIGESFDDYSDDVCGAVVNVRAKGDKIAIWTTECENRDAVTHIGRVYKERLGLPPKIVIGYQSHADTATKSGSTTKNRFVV
Target sequence (Q04637 whole entry, looked up, the tested form may be a part): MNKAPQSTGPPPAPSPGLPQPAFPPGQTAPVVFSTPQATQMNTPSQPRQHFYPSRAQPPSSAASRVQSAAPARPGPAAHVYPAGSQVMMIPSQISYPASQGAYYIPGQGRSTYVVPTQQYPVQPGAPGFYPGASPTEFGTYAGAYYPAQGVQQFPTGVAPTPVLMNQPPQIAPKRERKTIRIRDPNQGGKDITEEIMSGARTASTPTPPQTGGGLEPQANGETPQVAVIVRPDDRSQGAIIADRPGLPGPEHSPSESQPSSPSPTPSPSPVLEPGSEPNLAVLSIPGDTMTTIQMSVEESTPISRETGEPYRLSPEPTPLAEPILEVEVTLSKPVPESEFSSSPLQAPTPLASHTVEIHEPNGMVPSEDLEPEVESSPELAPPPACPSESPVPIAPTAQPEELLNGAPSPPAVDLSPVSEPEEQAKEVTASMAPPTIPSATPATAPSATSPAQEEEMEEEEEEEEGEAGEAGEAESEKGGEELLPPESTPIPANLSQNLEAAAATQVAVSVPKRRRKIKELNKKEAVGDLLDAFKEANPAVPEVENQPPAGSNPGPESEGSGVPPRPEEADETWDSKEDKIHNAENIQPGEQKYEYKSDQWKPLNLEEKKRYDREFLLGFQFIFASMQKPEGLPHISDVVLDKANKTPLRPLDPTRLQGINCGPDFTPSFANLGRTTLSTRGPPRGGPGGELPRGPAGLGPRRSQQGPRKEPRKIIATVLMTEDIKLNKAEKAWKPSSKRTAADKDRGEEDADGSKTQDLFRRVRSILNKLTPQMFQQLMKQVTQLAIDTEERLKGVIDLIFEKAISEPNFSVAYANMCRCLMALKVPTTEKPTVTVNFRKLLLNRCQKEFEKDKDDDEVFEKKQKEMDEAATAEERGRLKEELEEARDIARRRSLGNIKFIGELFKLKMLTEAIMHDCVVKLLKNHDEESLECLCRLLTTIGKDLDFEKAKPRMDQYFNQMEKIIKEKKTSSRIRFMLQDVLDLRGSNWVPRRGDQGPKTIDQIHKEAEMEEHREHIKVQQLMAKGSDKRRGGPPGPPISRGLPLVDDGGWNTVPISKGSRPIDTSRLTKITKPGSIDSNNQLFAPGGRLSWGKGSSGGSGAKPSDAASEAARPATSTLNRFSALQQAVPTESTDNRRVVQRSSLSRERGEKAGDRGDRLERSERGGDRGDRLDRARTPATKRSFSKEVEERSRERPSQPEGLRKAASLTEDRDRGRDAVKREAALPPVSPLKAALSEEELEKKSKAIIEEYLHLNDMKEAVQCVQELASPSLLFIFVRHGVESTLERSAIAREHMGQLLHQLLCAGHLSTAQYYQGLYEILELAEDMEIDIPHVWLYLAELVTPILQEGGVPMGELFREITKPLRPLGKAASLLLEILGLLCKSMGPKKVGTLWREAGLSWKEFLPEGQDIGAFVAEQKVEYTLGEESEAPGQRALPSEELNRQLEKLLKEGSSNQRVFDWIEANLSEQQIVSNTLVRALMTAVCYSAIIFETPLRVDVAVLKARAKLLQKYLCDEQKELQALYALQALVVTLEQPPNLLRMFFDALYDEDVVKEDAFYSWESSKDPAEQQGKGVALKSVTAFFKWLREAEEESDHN
NPY-Y1 PAM-ag: potentiates or activates human NPY-Y1 receptor | P25929 | NPY-Y1 expressing cells, potentiator/agonist activation | activation, % at 3.6 µM | 0.37% of 220,000 active | AID 1304; in the data active = activation above about 33%, passing the limit was not always enough;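 note: cells stimulated with NPY at EC10 then isoproterenol at EC100; 0% = low agonist plus stimulus and 100% = saturating agonist plus stimulus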
EP2 modulator: modulators of human EP2 prostaglandin E2 receptor | EP2-expressing cells, cAMP HTRF FRET, PGE2 co-stimulation | induction, % at 25 µM | 0.83% of 260,000 active;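 active = compounds whose cAMP rise, as percent of the full-agonist control response, exceeds 60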;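 note: rat C6 glioma line stably carrying human EP2 under a CMV promoter; the protocol text gives 20 µM as final concentration; 100% = response of wells given 1 µM PGE2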
NPY2 pot ag: potentiators or agonists of human neuropeptide Y receptor Y2; activation, % at 3.6 µM; cells expressing NPY-Y2, potentiator/agonist read-out; 0.45% of 220,000 active; P49146; in the data active = activation above about 27%;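 note: cells stimulated with NPY near EC25 plus isoproterenol at EC100; 0% = vehicle plus submaximal agonist and 100% = vehicle plus saturating agonist; some results beyond the cut were filed as inactive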
p97 inhibitor: human p97 ATPase inhibition; 0.42% of 220,000 active; recombinant p97 ATPase, Kinase-Glo ATP luminescence, 3 h; inhibition, % at 8 µM; AID 1481; P55072; in the data active = inhibition above about 15%;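 note: 0% = DMSO vehicle and 100% = wells lacking enzyme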
S1P4 antagonist: human S1P4 receptor antagonism; 0.26% of 220,000 active; inhibition, % at 4.98 µM; S1P4-expressing cells, antagonist mode, reporter read-out; in the data active = inhibition above about 29%;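 note: 0% = wells stimulated with agonist and 100% = vehicle wells without agonist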
S1P4 agonist: agonists of human S1P4 receptor; activation, % at 4.98 µM; AID 1509; O95977; 0.35% of 220,000 active; S1P4-expressing cell line, agonist reporter assay; in the data active = activation above about 11%;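 note: 0% = DMSO vehicle and 100% = reference agonist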
Numbers without * were called inactive; / = not tested or not shown; [ ] = remark or other dose. This is a subset, so the mix of outcomes need not match the whole.

SMILES | EP2 antag | NPY-Y1 antag | eIF4E-4G inh | NPY-Y1 PAM-ag | EP2 modulator | NPY2 pot ag | p97 inhibitor | S1P4 antagonist | S1P4 agonist
O=C1CCCN1C(=O)CCC(=O)N1CCCC1=O | 8 | 4 | -2 | -5 | 12 | 1 | 3 | -12 | 0.1
CN1C(=O)/C(=C2/C=CC=CN2C)OC1=S | 10 | 14 | -1 | 18 | 31 | 1 | 2 | -8 | 0.7
O=C(N/N=C/c1cn(-c2ccccc2)nc1-c1cc2ccccc2o1)c1cccnc1 | 10 | -3 | 2[fluorescence artefact?] | 7 | -18 | 4 | 5 | -9 | -0.1
COc1ccc(N(C(=O)Cc2cccs2)C2C=CS(=O)(=O)C2)cc1 (stereo unspecified) | 1 | 0 | 3 | -7 | -2 | -15 | 2 | -8 | -0.8
COc1ccc(C(=O)NC(=S)Nc2ccc(NC(=O)c3ccco3)cc2)cc1[N+](=O)[O-] | 8 | 2 | 1 | 8 | 29 | 10 | 3 | -31 | 0.1
COc1ccc(OC)c(C(c2nnnn2Cc2ccco2)N2CCN(C)CC2)c1 (stereo unspecified) | 10 | -1 | 3 | -2 | 20 | -15 | 2 | -25 | -2.0
O=C(CSc1cccc[n+]1[O-])NCCCc1ccccc1 | 7 | 5 | 4 | -9 | -6 | 2 | 6 | 15 | -0.4
CCCCc1ncc(CN2CCN(Cc3ccc(C)cc3)C(CCO)C2)[nH]1 (stereo unspecified) | 5 | 5 | 2 | -11 | -2 | -5 | -1 | -5 | 0.5
O=C(O)C1CCC(CNCc2cccnc2)CC1 (stereo unspecified) | / | -5 | / | -2 | / | -3 | 2 | -6 | -0.6
O=C(O)c1ccccc1SCC(=O)N1c2ccccc2Sc2ccccc21 | 15 | -1 | 0 | 23 | 43 | 12 | 66* | -10 | 0.1
Cc1ccc(CCNC(=O)C2CCN(S(=O)(=O)c3c(C)nn(C)c3C)CC2)cc1 | 12 | -2 | 1 | 2 | -43 | 2 | -3 | -9 | 0.3
Fc1cccc2sc(Nc3nc4ccccc4s3)nc12 | 13 | -2 | -1 | -34 | 13 | 5 | 4 | -4 | 0.6
Cc1nn(-c2ccccc2)c(OC(=O)c2cccs2)c1S(=O)(=O)c1ccccc1 | 18 | 1 | 0 | 4 | 55 | -10 | 5 | -18 | -1.2
O=C(Nc1ccc2c(c1)OCO2)c1cnn2c1NC(c1ccco1)CC2C(F)(F)F (stereo unspecified) | 11 | 0 | 16[fluorescence artefact?] | -26 | 0 | 17 | 4 | -3 | -0.4
COc1ccc(-n2cnnc2SCC(=O)Nc2nc(C)c(Cl)cc2Cl)cc1 | 17 | 3 | 5 | -4 | -5 | -8 | 0 | -12 | 1.1
COC(=O)C(Cc1cncn1COCc1ccccc1)NC(=O)OC(C)(C)C (stereo unspecified) | 12 | -4 | -18[fluorescence artefact?] | 3 | 22 | 6 | -4 | 6 | 0.3
CCn1c(SCC(=O)NCCc2ccc(Cl)cc2)nnc1-c1cccs1 | 10 | 10 | -4 | 4 | 0 | 1 | 4 | -14 | -2.5
COCCNCC(O)CON=C1c2ccccc2-c2ccccc21 (stereo unspecified) | 11 | -5 | -1 | 101* | -9 | 92* | -2 | -2 | -2.3
COc1ccc(NC(=O)c2ccc(COCC(F)(F)C(F)F)cc2)cc1 | 11 | -3 | 0 | 3 | -8 | 12 | 1 | -11 | -3.2
O=C(N/N=C/C=C/c1ccccc1)c1cnccn1 | 21 | -4 | -10[fluorescence artefact?] | 10 | -11 | 2 | 4 | -3 | 2.4
Cc1ccccc1Cn1nc(C)c(NC(=O)C2c3ccccc3Oc3ccccc32)c1C | 7 | 3 | 3 | 4 | 46 | 1 | -5 | -11 | -0.6
O=Cc1cn(CC(=O)N2CCOCC2)c2ccccc12 | 5 | 5 | 1 | 4 | 11 | 11 | -3 | -16 | -0.7
CCN(CC)CCCN1C(=O)C(=O)/C(=C(/O)c2cc(C)ccc2C)C1c1cccnc1 (stereo unspecified) | 11 | 3 | -5 | -4 | 0 | 4 | 6 | -11 | -1.9
O=[N+]([O-])c1ccc(/C=N/N2CCN(c3ccncc3S(=O)(=O)N3CCCCC3)CC2)cc1 | 11 | 6 | 0[fluorescence artefact?] | 2 | -14 | 6 | 3 | -2 | 1.0
O=C(C1=NN(c2ccccc2)C2C(=O)N(c3ccc(Cl)cc3)C(=O)C12)c1ccccc1 (stereo unspecified) | 7 | 1 | 1 | -14 | -4 | 3 | 6 | 0 | 2.1

Part of the list above in order of length of the SMILES, falling:
SMILES | EP2 antag | NPY-Y1 antag | eIF4E-4G inh | NPY-Y1 PAM-ag | EP2 modulator | NPY2 pot ag | p97 inhibitor | S1P4 antagonist | S1P4 agonist
COc1ccc(C(=O)NC(=S)Nc2ccc(NC(=O)c3ccco3)cc2)cc1[N+](=O)[O-] | 8 | 2 | 1 | 8 | 29 | 10 | 3 | -31 | 0.1
O=C(Nc1ccc2c(c1)OCO2)c1cnn2c1NC(c1ccco1)CC2C(F)(F)F (stereo unspecified) | 11 | 0 | 16[fluorescence artefact?] | -26 | 0 | 17 | 4 | -3 | -0.4
COc1ccc(N(C(=O)Cc2cccs2)C2C=CS(=O)(=O)C2)cc1 (stereo unspecified) | 1 | 0 | 3 | -7 | -2 | -15 | 2 | -8 | -0.8

Back to the main list, starting three compounds before the break.
SMILES | EP2 antag | NPY-Y1 antag | eIF4E-4G inh | NPY-Y1 PAM-ag | EP2 modulator | NPY2 pot ag | p97 inhibitor | S1P4 antagonist | S1P4 agonist
CCN(CC)CCCN1C(=O)C(=O)/C(=C(/O)c2cc(C)ccc2C)C1c1cccnc1 (stereo unspecified) | 11 | 3 | -5 | -4 | 0 | 4 | 6 | -11 | -1.9
O=[N+]([O-])c1ccc(/C=N/N2CCN(c3ccncc3S(=O)(=O)N3CCCCC3)CC2)cc1 | 11 | 6 | 0[fluorescence artefact?] | 2 | -14 | 6 | 3 | -2 | 1.0
O=C(C1=NN(c2ccccc2)C2C(=O)N(c3ccc(Cl)cc3)C(=O)C12)c1ccccc1 (stereo unspecified) | 7 | 1 | 1 | -14 | -4 | 3 | 6 | 0 | 2.1
CC1CCCCC12NC(=O)N(CC(=O)Nc1ccc(N3CCOCC3)cc1)C2=O (stereo unspecified) | 3 | 7 | -2[fluorescence artefact?] | 26 | -2 | 3 | 2 | 3 | -1.0
CN(C)S(=O)(=O)c1ccc2c(c1)nc1n2CCC1 | 2 | 3 | 0[fluorescence artefact?] | 8 | 35 | 8 | 4 | -21 | 0.8
O=C(O)Cn1cnc2c(=S)nc[nH]c21 | 18 | / | 3 | 32 | 12 | 5 | 10 | -14 | 2.3
O=C(Nc1cc(Sc2ccccn2)cc([N+](=O)[O-])c1)c1ccc([N+](=O)[O-])cc1 | / | -7 | -2 | 7 | -20 | -2 | 3 | -13 | 1.0
O=C(O)C12CC3CC(C1)CC(n1ncc(NCc4ccco4)c(Cl)c1=O)(C3)C2 | 4 | / | -6 | 13 | 5 | 8 | -1 | -2 | 2.4
Cc1c(Cl)cccc1-n1c(-c2cccnc2)n[nH]c1=S | 3 | -4 | 1 | 8 | 28 | -1 | 2 | -4 | 0.9
COc1cc(/C=C(\C#N)c2ccccn2)ccc1OCc1ccccc1Cl | 8 | 6 | 3 | -9 | 20 | 7 | -1 | -1 | 0.3
Cc1ccsc1CNC12CC3CC(CC(C3)C1)C2 | 7 | 6 | -3 | 9 | 21 | 8 | 5 | -17 | -0.1
O=c1c2c3c(sc2nc2n1CCC2)CCCC3 | 4 | / | 2 | 26 | 19 | -6 | 5 | -10 | 1.0
O=C(C1=C[C@H](c2coc3ccccc3c2=O)C[C@H](OCc2ccc(CO)cc2)O1)N1CCN(Cc2ccccc2)CC1 | 9 | -5 | 1 | -2 | 12 | -10 | 0 | -12 | -0.5
CCOC(=O)c1c(C(C#N)C#N)cc(C)nc1C | 8 | -2 | 9 | 0 | 8 | -5 | 11 | -5 | 0.9
O=C(O)c1c(Cl)c(Cl)c(Cl)c(Cl)c1C(=O)N1CCCC1 | 10 | 10 | 2 | -8 | 15 | -3 | 1 | 3 | -1.2
Nc1ccc(Sc2nc3ccccc3[nH]2)cc1 | 4 | 10 | -2 | -1 | -51 | -15 | 0 | -4 | 1.1
O=C1CCN(S(=O)(=O)c2ccc(Br)cc2)CCN1 | 5 | -2 | 1 | -2 | 16 | -6 | 5 | 7 | 3.4
Cc1ccc(Nc2nc(NCC3CCCO3)nc(N)c2[N+](=O)[O-])cc1C (stereo unspecified) | 10 | 9 | 7 | 1 | 4 | 4 | 8 | -9 | -1.4
Fc1ccc(N2CCN(c3nnnn3-c3ccccc3)CC2)cc1 | 7 | 2 | -8 | -6 | -46 | -23 | 0 | -16 | 0.1
O=C(CCSCCc1ccncc1)NCCCN1CCOCC1 | 13 | 0 | -6 | 15 | -6 | 11 | 1 | -11 | 5.0
COC(=O)c1[nH]c2cc(OC)ccc2c1NC(=O)CCN1CCN(Cc2ccc3c(c2)OCO3)CC1 | 3 | 6 | -3 | -20 | -16 | 15 | 3 | 10 | -0.7
O=C(N/N=C/C(Br)=C/c1ccccc1)NC1CCCCC1 | 6 | 2 | 0 | -8 | -17 | -13 | 0 | 9 | -1.3
CSc1ncccc1C(=O)OCC(=O)NC(C)C | 8 | 0 | 3 | -3 | 15 | 2 | 4 | -3 | 1.2
CC(C)OC(=O)NCCOC(=O)Nc1cccc(Cl)c1 | 10 | 2 | 3[fluorescence artefact?] | 8 | -48 | 2 | -3 | -14 | 2.7
O=C1CCCN1S(=O)(=O)c1ccccc1 | 4 | -2 | 2 | 1 | 32 | 0 | 4 | 1 | 0.2
C=CCN=C(NC#N)SCC(=O)c1cccc(OC)c1 | 8 | 3 | 3 | -3 | -20 | 13 | 10 | -9 | 0.3
Cc1ccc(OCCOc2cccc(Br)c2)c([N+](=O)[O-])n1 | 7 | 10 | 0[fluorescence artefact?] | -10 | -12 | 3 | -4 | -21 | -1.1
COc1ccc(C)cc1NC(=O)C(Sc1nnc(-c2cccs2)o1)c1ccccc1 (stereo unspecified) | 9 | 10 | -5[fluorescence artefact?] | 3 | 13 | 1 | 7 | -7 | -1.0
CC(C)Oc1ccc(-c2cc(C(=O)NCCN3CCOCC3)c3ccccc3n2)cc1 | 3 | 3 | 4 | -15 | -16 | -17 | -2 | 1 | 0.9
Cc1ccc(C(=O)Nc2ccc(CC(=O)O)cc2)o1 | 4 | -3 | -2[fluorescence artefact?] | 1 | 15 | 19 | 1 | -7 | -0.7

Bioassay records from PubChem BioAssay.
